# Screening data: PubChem, several laboratories
# HIF-2a inh: HIF-2a reporter inhibitors, primary screen, luminescence, 786-0 RCC cells; 786-0 RCC cells HIF-2a reporter, luciferase luminescence, overnight; inhibition, % at 18.8 µM; 360,000 tested, 0.72% active; AID 624352, 2012;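 active = inhibition of the luminescence signal of 40% or more relative to plate controls, in a single-dose primary screen at 18.75 µM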
# TRPM1 prom inh: inhibitors of MITF-dependent TRPM1 promoter reporter, primary screen, cell-based, SK-MEL-5, single point, luciferase | inhibition, % at 12.5 µM | SK-MEL-5 TRPM1 promoter luciferase, 24 h | 330,000 tested, 0.83% active | AID 488899, 2010;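 active = mean inhibition across replicates of 60% or more, whatever share of single replicates reaches that level; inconclusive = some that reach 60%, reason not given; inactive = mean inhibition across replicates below 60%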; note: values of inactives mirror those of a sister screen read the other way
# PDI turbidity: inhibitors of human PDI, primary screen, biochemical, turbidity, single point, plate reader | PDI insulin aggregation turbidity, A650, 90 min | Protein disulfide-isomerase (Homo sapiens), P07237 | 350,000 tested, 0.052% active | inhibition, % at 10 µM;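 active = mean inhibition across replicates of 30% or more, whatever share of single replicates reach that level; inconclusive = mean inhibition below 30% while every single replicate reaches 30%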;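 note: absorbance from insulin aggregation driven by PDI reduction with DTT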
# Target sequence (P07237 whole entry, looked up): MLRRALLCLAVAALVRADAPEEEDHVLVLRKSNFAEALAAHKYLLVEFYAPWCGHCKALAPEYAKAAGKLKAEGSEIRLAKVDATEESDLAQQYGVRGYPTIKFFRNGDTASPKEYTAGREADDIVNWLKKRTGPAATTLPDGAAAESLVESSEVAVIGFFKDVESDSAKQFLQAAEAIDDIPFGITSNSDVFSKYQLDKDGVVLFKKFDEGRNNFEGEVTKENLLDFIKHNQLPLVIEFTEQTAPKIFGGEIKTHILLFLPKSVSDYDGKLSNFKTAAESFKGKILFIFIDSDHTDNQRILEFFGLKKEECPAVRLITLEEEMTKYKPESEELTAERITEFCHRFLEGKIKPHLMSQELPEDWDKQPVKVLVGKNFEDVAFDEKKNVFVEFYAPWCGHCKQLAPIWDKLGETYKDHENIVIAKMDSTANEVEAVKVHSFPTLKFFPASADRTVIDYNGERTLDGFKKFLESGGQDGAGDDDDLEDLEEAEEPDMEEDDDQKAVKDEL
# CaV13 FRET inh: Primary screen for inhibitors of IQ motif and Ca2+-dependent inactivation inhibitor domain binding in CACNA1D, Förster resonance energy transfer in living cells, … | 340,000 tested, 0.098% active | HEK cells, CFP/YFP FRET ICDI-IQ, plate reader, 10 min; percent FRET-ratio fall versus neutral wells | inhibition, % at 12.3 µM;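 active = mean replicate inhibition of at least 30% and at least 1% of replicates passing that level; inconclusive = only one of the two criteria is met; inactive = neither criterion is met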;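 note: 0% = median of the neutral control wells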
# Vif imaging: HIV Vif self-association inhibitors, primary screen, imaging, HEK293T, single point; AID 602346, 2012; inhibition, % at 7.49 µM; 340,000 tested, 0.35% active; HEK293T cells, Vif self-association by quenched fluorescence, 24 h; in the data active = inhibition above about 50%, passing the limit was not always enough; inconclusive = no clear call, values can overlap the other calls; inactive = below about 31%; note: some results filed as inactive read as strong as hits
# iPSC survival up: enhancers of single-cell hiPSC survival, primary screen, ATPlite luminescence. 100% = ROCK inhibitor wells, 0% = DMSO. survival enhancement, % at 20 µM. 360,000 tested, 0.044% active. AID 602274, 2012; in the data active = survival enhancement above about 18%;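 note: cells exposed to compounds for 16 hours before the ATP read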
# NR2E3 ag-1: inhibitors of NR2E3-RetCOR corepressor binding, primary screen, NR2E3 agonist project, biochemical, TR-FRET, GST-NR2E3, biotin-RetCOR. Photoreceptor-specific nuclear receptor (Homo sapiens), Q9Y5X4. 1536-well. inhibition of corepressor binding, % at 4.78 µM. 320,000 tested, 0.12% active. AID 2300, 2010;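 active = percent inhibition above the cutoff of mean plus 3 SD of all tested compounds, set per screening campaign, cut at about 20% in these data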;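 note: 0% = DMSO wells and 100% = biotin wells as full block of FRET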
# Target sequence (Q9Y5X4 whole entry, looked up): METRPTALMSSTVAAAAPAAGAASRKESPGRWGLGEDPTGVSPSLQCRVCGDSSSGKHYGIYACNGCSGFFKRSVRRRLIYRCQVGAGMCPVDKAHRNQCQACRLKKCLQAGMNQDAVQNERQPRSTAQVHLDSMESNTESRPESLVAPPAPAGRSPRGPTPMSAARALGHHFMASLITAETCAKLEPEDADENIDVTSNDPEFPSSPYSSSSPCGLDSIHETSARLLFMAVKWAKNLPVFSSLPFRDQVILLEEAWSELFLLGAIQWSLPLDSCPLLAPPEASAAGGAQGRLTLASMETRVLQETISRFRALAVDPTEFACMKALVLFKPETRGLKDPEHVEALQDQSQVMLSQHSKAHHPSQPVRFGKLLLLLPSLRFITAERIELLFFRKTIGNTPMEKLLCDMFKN
#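 Assay system: NR2E3–RetCOR corepressor complex. Quantity: 1.35 nM GST-NR2E3. Buffer or medium: pH 7.5 Tris-based buffer. Reagent: biotinylated RetCOR corepressor at 7 nM final. Schedule: 5 h at 4 °C. Detection: TR-FRET, emission read at 617 and 671 nm. Replicates: one well per compound, singlicate testing.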
# Granule exo inh: LAMP-1 surface exposure blockers, TALL-104 cells – cell-based, flow cytometry, MLPCN library, primary screen | TALL-104 LAMP-1 surface exposure; cells stimulated with thapsigargin and PMA | inhibition, % at 10 µM | 360,000 tested, 0.66% active;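 active = inhibition above about 55%, limit read from the data; inconclusive = no clear call, values can overlap the other calls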
# Peg3 prom inh: Peg3 promoter-driven luciferase inhibitors, primary screen, cell-based, HeLa, luciferase luminescence. HeLa PEG-Prom luciferase reporter, overnight. inhibition, % at 20 µM. 360,000 tested, 1.7% active;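 active = inhibition of at least 50% at 20 µM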
# aDG glyco act: activators of alpha-DG glycosylation, primary screen, uHTS, Pro5-aDG cells, AlphaScreen. AID 624168, 2012. alpha-DG glycosylation AlphaScreen (IIH6); 0% Pro5, 100% B10-LARGE cell signal. 360,000 tested, 0.22% active. activation, % at 10 µM;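 active = activation of at least 8% versus controls, or a plate z-score of at least 8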;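 note: Pro5 are CHO cells carrying HIG-tagged alpha-DG that lacks glycosylation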
# NR2E3 ag-2: NR2E3 agonists in two-hybrid cells, primary screen, cell-based, luminescence, CHO-S, Gal4-NCOR/VP16-NR2E3 | Photoreceptor-specific nuclear receptor (Homo sapiens), Q9Y5X4 | luciferase | inhibition of corepressor binding, % at 3.98 µM | 360,000 tested, 0.35% active | AID 602229, 2012;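 active = inhibition above the mean of all tested compounds plus 3 SD, cut at about 70% in these data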;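 note: 0% = DMSO with NR2E3 transfected cells and 100% = cells lacking NR2E3 construct; higher means lower luciferase signal from less NR2E3 corepressor binding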
# An asterisk follows results filed as active; i = inactive; u = inconclusive; x = no result given. This is a random part of the collection; about 3.5% have a hit in one of these screens.
SMILES,HIF-2a inh,TRPM1 prom inh,PDI turbidity,CaV13 FRET inh,Vif imaging,iPSC survival up,NR2E3 ag-1,Granule exo inh,Peg3 prom inh,aDG glyco act,NR2E3 ag-2
CC(=O)c1ccc(N2CCN(S(=O)(=O)c3ccc(-c4cnc(C5CC5)o4)cc3)CC2)cc1,-10,41,9,x,1,1.8,2,1,-2,1.1,-14
Cc1ccc(NC(=S)NCCc2ccc(Cl)cc2)c(C)c1,-55,8,4,-7,-2,-0.8,2,-3,-30,0.7,-13
Cc1ccc(N2CC(C(=O)Nc3ccc(S(=O)(=O)Nc4nccs4)cc3)CC2=O)cc1C (stereo unspecified),4,-3,-11,-3,-7,-0.3,1,3,-4,0.0,-15
O=C(c1ccc(Cl)cc1)N1CCN(C(=O)C2CCCCC2)CC1,12,7,24,-3,0,2.9,-1,0,-1,0.2,16
Cc1ccccc1Oc1ccc2c(c1)[C@@H]1C[C@H](N(C)C(=O)c3ccc(C#N)cc3)[C@H]([C@H](C)O)C(=O)N1CC2,6,-3,5,-3,x,-1.1,x,-2,-5,-0.1,-16
COc1ccc(C(=O)C2CCN(C(=O)c3ccc(F)cc3)CC2)cc1,3,1,2,7,-9,-0.5,4,3,-2,0.4,-3
CC(=O)Nc1cccc(NC(=O)CSc2nnc3ccc(-c4cccnc4)nn23)c1,8,7,0,-5,10,0.3,7,2,-2,-0.1,0
CS(=O)(=O)N(CCc1ccccc1)CC(=O)NCc1ccccc1Cl,-2,-10,0,10,-6,-1.4,0,2,5,0.5,0
Cc1ccc(-n2ncc3c2CC(C)(C)CC3NC(=O)c2c(C)noc2C)cc1 (stereo unspecified),-18,3,0,-4,-5,-0.2,x,-2,2,0.0,25
O=C(NC1CC1)C1=C[C@H](c2coc3ccccc3c2=O)C[C@H](OCc2ccc(CO)cc2)O1,15,-5,-4,-4,6,-1.7,4,3,10,0.1,1
CC(=O)N1C[C@H]2CON(C)[C@H]2C[C@H]1c1cccc(N2CCOCC2)c1,11,x,-9,-6,x,-1.0,x,-4,8,0.5,-26
CCc1ccccc1NC(=S)N(CCN(C)C)Cc1cccs1,24,-1,2,1,-3,1.9,2,-2,0,-0.1,4
Cc1ccc2nc3c(c(C(=O)OCC(=O)N(C)C4CCS(=O)(=O)C4)c2c1)CCCC3 (stereo unspecified),17,5,-4,-7,-5,2.1,4,-1,9,-0.1,-12
O=C(Cn1nnc(-c2ccccc2F)n1)NCCc1ccccc1,-2,-7,1,-7,0,0.6,1,-2,7,0.5,2
Cc1onc(-c2c(Cl)cccc2Cl)c1C(=O)NCC1CCCO1 (stereo unspecified),-13,-6,4,-7,x,0.5,-1,-1,-11,0.0,-23
COc1ccc(S(=O)(=O)N2CCCC2CNC(=O)C(=O)NC2CCCC2)cc1 (stereo unspecified),2,x,-3,31*,-1,-3.1,x,-2,3,0.2,20
COc1ccccc1C(=O)NCCC(=O)NCC(c1ccco1)N1CCCCC1 (stereo unspecified),-1,3,-16,-5,-3,-0.4,1,6,3,0.1,-20
CC1=NN(C(C#N)c2c(C)nn(Cc3ccccc3)c2C)C(C)(C)C1 (stereo unspecified),13,2,-3,-5,6,-0.3,1,1,-1,-0.1,0
CCn1c(SCC(=O)Nc2ccc(C)cc2)nc2nc3c(cc2c1=O)COC(C)(C)C3,17,6,-7,-3,-2,-0.6,2,14,22,-0.2,-7
CSC1=NN(c2ccccc2)CN(c2ccccc2)N1C,14,x,0,-17,5,-1.3,x,0,10,0.1,13
Cc1cc(/C=C(\C#N)C(=O)NCc2ccco2)c(C)n1C1CCCC1,-254,-68,-2,-5,-21,0.4,-2,1,-272,-0.4,-79
CCOC(=O)c1ccccc1NC(=O)COC(=O)CN1C(=O)C2CC=CCC2C1=O (stereo unspecified),13,4,0,-12,-1,0.1,-2,-28,2,0.0,10
Cc1ccc(NC(=O)CN2C(=O)NC3(CCCc4ccccc43)C2=O)c(Cl)c1 (stereo unspecified),7,-4,-3,-16,2,6.5,x,6,8,0.2,17
CC(C)(C)c1ccc(OCC(=O)Nc2ccc3c4c(cccc24)C(=O)NC3=O)cc1,8,-4,-5,-73,i,-0.3,x,-1,21,-0.2,-30
Cc1ccccc1OCC(=O)NS(=O)(=O)c1ccc(Cl)cc1,7,8,7,-5,-5,0.4,2,-4,9,-0.1,7
Cc1ccc(OCCC(=O)OCC(=O)Nc2c(C)nn(-c3ccccc3)c2C)cc1,7,6,-2,-6,4,-0.3,1,2,10,-0.4,-10
Cn1c(N)c(C(=O)CSc2nnc3n2CCCCC3)c(=O)n(C)c1=O,13,-9,3,-14,-9,-0.2,x,-2,10,0.2,-6
CCN(c1ccccc1)c1nc(=O)c2cccnc2s1,0,4,7,-6,3,-0.7,1,-2,-8,0.0,-11
COc1ccc(C)cc1S(=O)(=O)NC(C)C(=O)Nc1ccc2c(c1)OCO2 (stereo unspecified),-7,-5,1,-4,-2,1.3,5,-1,6,0.0,-15
COC(=O)c1c(NS(=O)(=O)Cc2ccccc2)sc2c1CCCC2,-10,7,5,x,0,3.8,2,1,10,-0.2,-1

# Three entries already listed, ordered by molecular weight, lowest first.
SMILES,HIF-2a inh,TRPM1 prom inh,PDI turbidity,CaV13 FRET inh,Vif imaging,iPSC survival up,NR2E3 ag-1,Granule exo inh,Peg3 prom inh,aDG glyco act,NR2E3 ag-2
CCN(c1ccccc1)c1nc(=O)c2cccnc2s1,0,4,7,-6,3,-0.7,1,-2,-8,0.0,-11
CC1=NN(C(C#N)c2c(C)nn(Cc3ccccc3)c2C)C(C)(C)C1 (stereo unspecified),13,2,-3,-5,6,-0.3,1,1,-1,-0.1,0
COc1ccc(C)cc1S(=O)(=O)NC(C)C(=O)Nc1ccc2c(c1)OCO2 (stereo unspecified),-7,-5,1,-4,-2,1.3,5,-1,6,0.0,-15

# The results go on:
SMILES,HIF-2a inh,TRPM1 prom inh,PDI turbidity,CaV13 FRET inh,Vif imaging,iPSC survival up,NR2E3 ag-1,Granule exo inh,Peg3 prom inh,aDG glyco act,NR2E3 ag-2
Cc1cc(C)c(NC(=O)CNC(=O)c2ccccc2OCc2c(C)noc2C)c(C)c1,9,2,-2,-7,1,-0.4,-6,-4,10,0.2,-28
O=C(NC1CCCCC1)c1ccc(S(=O)(=O)N2CCCCC2)cc1,24,4,4,-3,2,-1.3,-1,-1,8,0.0,1
O=C(Nc1ccccc1N1CCN(C(=O)c2ccccc2)CC1)c1ccco1,13,-1,-2,-4,12,-0.1,2,9,16,0.1,-15
NS(=O)(=O)c1ccc(NC(=O)COC(=O)C2(c3ccccc3F)CCCC2)cc1,33,4,3,-16,5,-0.5,5,0,12,1.9,10
COC(=O)c1cc(NC(=O)c2ccc(F)cc2)cc(C(=O)OC)c1,-3,-14,4,-2,0,-0.5,0,2,-22,-0.3,-7
CCOC(=O)CSc1nnc(CNC(=O)c2ccccc2OC)n1-c1ccc(OC)cc1,11,7,0,-3,7,0.2,-1,0,9,0.1,2
CC(CCCC(C)(C)O)CC1C2=C(CCCC2=O)OC2=C1C(=O)CCC2 (stereo unspecified),17,-6,2,0,8,0.8,0,-2,3,-0.1,-10
COc1ccc(NC(=O)CN2C(=O)NC3(CCCC3)C2=O)cc1Cl,-1,6,-1,-2,-5,-0.4,1,5,-26,-0.1,-19
COc1ccc(-c2csc(N(CC(C)C)C(=O)c3ccco3)n2)cc1,-139,-4,-1,-4,-9,1.6,3,-8,-70,0.0,-43
Cn1nccc1C(=O)Nc1ccccc1C(=O)O,3,-16,1,x,9,-1.5,1,3,-2,-0.3,1
FC(F)Oc1ccccc1/C=N/n1cnc2ccccc21,-159,-28,0,1,1,-0.9,6,9,-224,-0.4,-27
COc1cccc(OCC(O)CN2CCN(c3ccc(F)cc3)CC2)c1 (stereo unspecified),13,-31,3,-3,-6,1.1,1,2,13,-0.1,-36
Clc1ccccc1-c1ccc(/C=N/Nc2nncc(-c3ccccc3)n2)o1,7,25,4,-1,-5,0.5,2,8,18,0.0,-40
C[C@@H]1CN([C@@H](C)CO)C(=O)c2cc(Br)cnc2O[C@@H]1CN(C)Cc1ccc(Oc2ccccc2)cc1,-20,x,-1,-6,14,4.9,x,24,11,0.2,-14
COc1ccccc1C(=O)N1CCC(N2CCN(c3ccccc3OC)CC2)CC1,12,2,-3,-17,-3,-0.3,3,2,12,0.1,1
NC(=O)C1CCN(C(=O)c2ccc(F)c(S(=O)(=O)N3CCOCC3)c2)CC1,13,-3,-2,-3,18,-0.4,1,0,5,-0.4,-9
Cc1cccc(OCCCc2c(C)n[nH]c2C)c1,-18,-11,-2,-8,-6,-1.8,6,-1,-2,0.2,-1
CC(C)CC(=O)NS(=O)(=O)c1ccc(NC(=O)c2ccco2)cc1,10,-2,-1,x,15,-0.9,4,0,7,0.1,0
OC(COc1ccc(Cl)cc1Cl)CN1CCc2ccccc2C1 (stereo unspecified),-6,-5,-1,-13,-1,0.1,3,-1,-22,-0.1,-24
Clc1ccc(OCc2nnnn2-c2ccccc2)cc1,14,9,3,-17,8,1.3,-3,1,6,0.3,-5
Brc1ccccc1C1=Nn2c(nnc2-c2ccccc2)SC1,26,15,9,x,x,1.3,-1,2,34,1.6,1
C=COCCNC(=O)C(=O)NCC(C)C,1,0,12,x,x,2.3,-1,-3,11,0.1,2
CCN(Cc1ccccc1)C(=O)C1CCN(Cc2ccc(OC)c(OC)c2OC)CC1,8,6,-2,-5,-10,1.6,2,-1,10,0.2,-3
CN(C)c1nc(Nc2ccc(Cl)c(Cl)c2)nc(N(C)C)n1,11,-3,-2,2,1,0.5,-2,-6,9,0.1,-16
NNC(=O)CN1CCCc2ccccc21,-75,-30,1,-5,1,-0.3,0,-12,-84,0.5,-25
O=C(CN1C(=O)c2cccc3cccc1c23)Nc1ccc2c(c1)OCO2,8,3,-7,-5,17,0.0,0,-1,5,-0.1,-12
O=c1c2cnn(-c3ccccc3)c2nnn1/N=C/c1cccnc1,2,8,5,x,x,7.9,-2,-4,13,-0.1,-29
CC(=O)NCCn1c(C)cc2ccccc21,21,-18,x,-12,-7,-1.3,0,8,3,-0.2,-39
CCOc1ccc(OCC)c(NC(=O)C2CCN(c3ncccn3)CC2)c1,9,1,-3,-5,-14,-1.1,1,1,-5,-0.3,13
Cc1cc(C)n(CCC(=O)N2c3ccccc3CC2C)n1 (stereo unspecified),13,6,-3,-5,u,-0.6,-1,-1,10,-0.1,-6
